VP16 counter = Gal4-VP16 reporter inhibition counter-screen | AID 2546 | 310,000 compounds, 3.5% hits | Drosophila S2 Gal4-VP16 UAS-luciferase, luminescence, 20 h | Potency, µM (titrated, usually from 53.6 µM), for the others: at the top dose activity, negative = inhibition, usual class: inhibitors;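 further: Gal4-VP16 expression switched on by copper sulfate through the metallothionein promoter; potency means the concentration at half of the fitted maximal effect; on the % scale 0 is the no-effect control and ±100 the full control effect; nearly all actives have a fitted effect of over 50% in size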
RORg inh = inhibitors of mouse ROR gamma transcriptional activity; P51450; Drosophila S2 Gal4-RORgamma UAS-luciferase reporter, 20 h; Potency, µM (series often up to 53.6 µM), inactives show at the highest dose activity change, negative = inhibition, hits mostly inhibitors; 310,000 compounds, 5.4% hits; further: potency means the concentration at half of the fitted maximal effect; on the % scale 0 is the no-effect control and ±100 the full control effect; nearly all actives have a fitted effect of over 60% in size
Target sequence (P51450 whole entry, looked up, the tested form may be a part): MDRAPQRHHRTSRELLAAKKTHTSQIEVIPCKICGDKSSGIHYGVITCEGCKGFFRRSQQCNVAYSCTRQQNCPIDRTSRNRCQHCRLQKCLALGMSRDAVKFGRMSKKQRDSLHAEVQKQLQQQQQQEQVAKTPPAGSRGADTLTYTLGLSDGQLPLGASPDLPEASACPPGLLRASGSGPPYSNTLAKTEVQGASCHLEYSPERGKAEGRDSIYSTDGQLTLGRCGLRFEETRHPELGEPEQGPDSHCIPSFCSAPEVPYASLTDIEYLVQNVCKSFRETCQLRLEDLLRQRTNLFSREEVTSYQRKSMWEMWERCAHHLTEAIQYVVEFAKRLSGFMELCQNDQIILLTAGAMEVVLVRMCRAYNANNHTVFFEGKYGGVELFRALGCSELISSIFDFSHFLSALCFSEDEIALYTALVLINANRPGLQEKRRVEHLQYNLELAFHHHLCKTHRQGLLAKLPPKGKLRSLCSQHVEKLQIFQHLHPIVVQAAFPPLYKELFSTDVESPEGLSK
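In this cell-based reporter format, copper sulfate (700 uM final) drives Gal4–ROR gamma fusion expression from a metallothionein promoter in Drosophila Schneider cells; compounds preincubated 1 hr, reporter read after 20 hr at ambient temperature.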
KCNH2 3.1 block = KCNH2 3.1 (human) potassium channel inhibition; U2OS KCNH2 3.1, thallium flux FluxOr; active compounds read low; activity change, % (tested at about 1.8 µM); 340,000 compounds, 0.95% hits; AID 720553;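 active means maximum activity change below -70%; inconclusive means maximum activity change from -70% to -50%; inactive means maximum activity change above -50%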;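 further: thallium influx rate constant from kinetic fluorescence after stimulation buffer; on the % scale 0 is the no-effect control and ±100 the full control effect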
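Channel expression came from 3.1 mutant virus (1.77 x 10^8 /mL) applied to suspended U2OS cells for 4 h. Flux was tracked with FluxOr dye plus Red40 quencher, and kinetic rate constants normalized to controls.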
Rab9 prom act = activates the Rab9 promoter. 320,000 compounds, 2.8% hits. Huh7 Rab9 promoter-luciferase reporter, luminescence, 24 h. Potency, µM (series often up to 9.22 µM), for inactives: at the highest dose activation, negative = inhibition, most hits filed as activators; further: potency means the concentration at half of the fitted maximal effect; % of control where 0% means no effect; nearly all actives have a fitted effect of over 60% in size
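Promoter activation is measured as luciferase luminescence in Huh7 cells stably transfected with a Rab9 promoter–luciferase construct, following 24 h compound exposure at 37 °C and 10 min reagent incubation at ambient temperature.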
Tb PFK block = inhibitors of T. brucei phosphofructokinase. O15648. T. brucei PFK, ADP-Glo luminescence. Potency, µM (series often up to 57.5 µM), for inactives: at the highest dose activity, negative = inhibition, actives largely listed as inhibitors. 330,000 compounds, 0.17% hits. AID 485367;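 further: potency means the concentration at half of the fitted maximal effect; 0% = uninhibited 1x PFK enzyme wells and -100% = no-enzyme wells; nearly all actives have a fitted effect of over 60% in size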
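ADP-Glo luminescence quantified ADP after 45 min at room temperature, with 1.25 nM T. brucei PFK, 0.1 mM ATP and 0.5 mM fructose-6-phosphate in pH 8.0 TEA buffer. qHTS titrations up to 57 µM; curves classified by quality.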
Giardia kill = kills Giardia lamblia. Giardia lamblia trophozoite viability. activity change, % at 7.66 µM, hits read low. 340,000 compounds, 0.15% hits; in the data active means activity change below about -80%; inconclusive means between about -30% and that limit;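 further: parasites exposed to compound for two days anaerobically before the ATP read; on the % scale 0 is the no-effect control and ±100 the full control effect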
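Media and compound were dispensed first, then trophozoites at 100 cells/well; plates sat 48 hrs at 37 deg C without oxygen before ATP luminescence reagent was added and read after 15-30 min at room temperature.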
FLuc modulator = counter-screen for miR-21 project: firefly luciferase inhibitors or activators | 360,000 compounds, 6.9% hits | Potency, µM (doses to about 57.5 µM), for the others: at the highest dose activity change, negative = inhibition, hits mostly inhibitors | AID 588342 | purified FLuc, Km substrates, luminescence inhibition | P08659;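 further: potency means the concentration at half of the fitted maximal effect; plate controls were vehicle for no effect and reference inhibitor for full effect; nearly all actives have a fitted effect of over 55% in size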
Target sequence (P08659 whole entry, looked up): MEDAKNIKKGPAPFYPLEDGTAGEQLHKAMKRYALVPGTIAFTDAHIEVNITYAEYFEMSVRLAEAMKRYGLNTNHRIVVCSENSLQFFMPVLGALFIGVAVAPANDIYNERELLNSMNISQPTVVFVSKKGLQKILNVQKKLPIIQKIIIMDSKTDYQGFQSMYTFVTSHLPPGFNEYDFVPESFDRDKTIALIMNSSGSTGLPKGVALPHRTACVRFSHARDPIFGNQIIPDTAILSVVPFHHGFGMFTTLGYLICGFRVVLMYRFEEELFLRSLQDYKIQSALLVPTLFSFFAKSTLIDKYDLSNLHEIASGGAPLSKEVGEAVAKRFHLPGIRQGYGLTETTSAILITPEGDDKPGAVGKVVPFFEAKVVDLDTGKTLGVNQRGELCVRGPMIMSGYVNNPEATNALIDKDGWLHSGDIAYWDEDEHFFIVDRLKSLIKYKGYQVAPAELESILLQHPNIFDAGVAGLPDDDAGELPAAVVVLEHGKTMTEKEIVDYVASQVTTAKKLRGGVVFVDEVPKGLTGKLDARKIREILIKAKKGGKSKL
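Purified P. pyralis luciferase (10nM final) with 10uM D-luciferin and 10uM ATP (Km levels) in 50mM Tris acetate pH 7.5, 10mM Mg acetate, 0.01% Tween-20, 0.05% BSA; qHTS 6-point titration, ~60 µM downward; luminescence read.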
Coupling enz = inhibits coupling enzyme system, counter-screen for aldolase hits; 290,000 compounds, 0.67% hits; activity change, negative = inhibition, % at 58.2 µM, hits read low; coupling enzyme system counterscreen, AmpLite Red fluorescence; in the data active means activity change below about -30%; further: on the % scale 0 is the no-effect control and ±100 the full control effect
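Coupling enzymes only (glyceraldehyde-3-phosphate) + compound, at 57.5 uM final, 10 min RT; add substrate/coupling/AmpLite Red mix, 20 min RT; fluorescence ex 525/em 598 nm. Actives flag coupling-system interference.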
uPA surface inh = blocks generation of uPA at the cell surface; cell surface uPA generation assay, qHTS; Potency, µM (titrated, usually from 38.3 µM), for inactives: top-dose activity change, negative = inhibition, actives largely listed as inhibitors; 330,000 compounds, 0.31% hits; active means well fitted inhibition curve with a large enough effect; inconclusive means small, poorly fitted or top-dose-only effect; inactive means no such curve, though single readings can be large or run the other way; tested in mouse RAW 264.7 cells; further: potency means the concentration at half of the fitted maximal effect; on the % scale 0 is the no-effect control and ±100 the full control effect; nearly all actives have a fitted effect of over 55% in size
NPC1 promoter act = NPC1 promoter activation; Huh7 NPC1 promoter luciferase reporter, 24 h; Potency, µM (top dose mostly 9.22 µM), for inactives: at the highest dose activation, actives largely listed as activators; 320,000 compounds, 2.4% hits; AID 485313;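 further: potency means the concentration at half of the fitted maximal effect; % of control where 0% means no effect; nearly all actives have a fitted effect of over 60% in size; reporter is driven by a mutant NPC1 promoter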
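Luciferase expression driven by the NPC1 promoter was measured in stably transfected Huh7 cells after a 24 h compound incubation, using a luciferase reagent and a luminescence read.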
ELG1 genotoxic = genotoxicity induction in ELG1-luciferase HEK293T cells | HEK293T ELG1-luciferase reporter, luminescence, 16 h | Potency, µM (titrated, usually from 46 µM), without a hit: top-dose activity change, positive = activation, usual class: activators | 330,000 compounds, 1.3% hits | AID 504466; further: potency means the concentration at half of the fitted maximal effect; % of control where 0% means no effect; nearly all actives have a fitted effect of over 60% in size
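16 hr compound incubation (37 °C, 5% CO2) of HEK293T cells carrying luciferase-tagged ELG1; luciferase then measured by ONE-Glo luminescence after 30 min at RT.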
* = called active by the depositor; ? = inconclusive; . = no result given; & = joins results of further samples; [ ] = remark or other dose. Unless noted, the call rests on the fitted dose curve; in most records, active means well fitted curve in the direction sought with a large enough effect; inconclusive means small, poorly fitted or top-dose-only effect, or another doubt; inactive means no such curve, though single readings can be large; an effect the other way counts as inactive or inconclusive. An unsorted share of the library; overall some 14% were active at least once.

SMILES | VP16 counter | RORg inh | KCNH2 3.1 block | Rab9 prom act | Tb PFK block | Giardia kill | FLuc modulator | Coupling enz | uPA surface inh | NPC1 promoter act | ELG1 genotoxic
COC(=O)c1sccc1NC(=O)c1cnc2cc(C)nn2c1C | 5% | 2% | 8 | -2% | -5% | -22 | -3% | 1 | -7% | -3% | -2%
Cc1ccc(C(=O)Nc2ccc(C(=O)N/N=C/c3ccc(C)o3)cc2)cc1 | ? | ? | -3 | 28% | -8% | -15 | ? | -4 | -8% | 14% | 0%
CN(C)CCCN(C(=O)c1ccc(N2C(=O)CCC2=O)cc1)c1nc2c(F)cccc2s1 | 2% | 21% | -2 | 8% | -2% | -2 | 0% | 1 | 0% | -1% | 3%
CCN(CC(=O)NC1CCS(=O)(=O)C1)c1ccc(S(C)(=O)=O)cc1[N+](=O)[O-] (centres undefined) | 0% | 24% | 8 | 4% | 3%[0.46 µM] | -7 | -2% | 0 | 9% | -1% | -1%
Cc1ccc(-c2nc(COC(=O)C3=NN(c4ccccc4)C(=O)CC3)cs2)cc1 | . | . | -16 | 29% | -1% | 3 | ? | . | ? | 11% | 9%
O=C(O)CCNS(=O)(=O)c1ccccc1Br | 0% | -17% | 0 | 1% | -2% | 5 | -4% | 0 | 23% | -3% | 0%
O=C(NC1CCCCC1)C1CCCN(S(=O)(=O)c2cnc[nH]2)C1 (centres undefined) | -2% | -25% | -42 | -6% | -5% | -9 | 2% | 1 | -6% | -1% | -3%
CCOC(=O)N1CCC(NC(=S)Nc2ccc3nc(N4CCN(C)CC4)cc(C)c3c2)CC1 | ? | -31% | -7 | -4% | -2% | -18 | 0% | 3 | -1% | 0% | 0%
CCOC(=O)c1c(C)[nH]c(C)c1C(=O)COC(=O)c1ccc(Cl)c(S(=O)(=O)NCc2ccccc2)c1 | -3% | 29% | -26 | -1% | 2% | 11 | -6% | 2 | -7% | 3% | 2%
COc1ccc(CN2CCN(C(=O)c3ccco3)CC2)cc1 | 2% | -1% | -2 | -7% | -8% | 0 | -1% | 2 | 3% | -3% | -6%
Cc1ccc(Cc2cc(C)n[nH]c2=O)cc1 | 2% | 9% | -1 | -3% | 2% | 1 | -1% | 0 | 4% | -3% | 1%
CCN1CCN(C2=C(NS(=O)(=O)c3ccc(C)cc3)C(=O)c3ccccc3C2=O)CC1 | -18% | ? | 8 | 13% | 10% | 45[activator] | -4% | . | ? | 11% | -1%
COc1cccc(/C=N/n2nnnc2N)c1 | 5% | 11% | 29 | -1% | -3% | 1 | -12% | 8 | -8% | -3% | 3%
COc1ccc2c(C)cc(=O)oc2c1 | -2% | 8% | 3 | . | . | -8 | . | 1 | -6% | . | .
CCOC(=O)c1[nH]c2ccccc2c1NC(=O)c1ccc(S(=O)(=O)N2CCOCC2)cc1 | 1% | ? | 20 | 1% | -9% | -1 | ? | 0 | 16% | -5% | -3%
COc1ccc(-c2[nH]ncc2CN2CCN(C3CCCCC3)C(=O)C2)cc1F | 7% | 21% | -10 | -7% | -5% | 25 | 2% | 0 | -9% | 0% | -8%
COc1ccc(S(=O)(=O)Nc2ccccc2Cl)cc1NC(C)=O | -13% | -12% | 1 | 1% | -7% | 1 | -3% | -6 | -6% | -7% | -4%
Cc1ccn2c(=O)c(NC(=O)c3ccc(Br)o3)c(C)nc2c1 | . | . | 11 | -2% | 0% | 3 | 1% | . | 5% | -3% | 4%
CC(C)(C)c1ccc(-n2ncc3c2CCCC3NC(=O)CN2CCCCC2=O)cc1 (centres undefined) | ? | -1% | -17 | -10% | 1% | -5 | -4% | 1 | -5% | -2% | -2%
CCOC(=O)c1ccc(NC(=O)CN2C(=O)C3C4C=CC(C4)C3C2=O)cc1 (centres undefined) | -3% | 18% | 7 | 0% | 4% | 8 | -1% | 0 | 0% | 0% | -1%
COc1ccc(C(=O)NCCCOc2cccnc2)cc1OC1CCN(C(C)=O)CC1 | 7% | -6% | 16 | 0% | -1% | 13 | 1% | . | 1% | -2% | 15%
CC1(C)Cc2c(sc3c2C2=NCCN2C=N3)CS1 | -2% | -3% | -26 | -1% | 2% | -3 | 2% | -1 | 1% | 0% | 0%
CCOc1ccccc1Cn1c(=O)sc2ccccc21 | 6% | -21% | -7 | 8% | -3% | -6 | -6% | 9 | 2% | -2% | -5%
CCN(CC(=O)Nc1c(F)cccc1F)C(=O)Cc1ccc(S(=O)(=O)N2CCOCC2)s1 | . | . | -4 | -4% | 0% | -11 | 9% | . | -2% | 2% | 3%
Cc1noc(C)c1COc1ccc(C(=O)N2CC(C)CC(C)C2)cc1 (centres undefined) | . | . | -15 | -6% | -15% | 8 | 2% | . | -2% | -4% | 4%
CC1C/C(=N\NC(=O)c2cccnc2)CC(C)(C)C1 (centres undefined) | 22% | -19% | 2 | 3% | 2% | -7 | -2% | 2 | 2% | -5% | 0%
CCN1C(=O)C(CC(=O)Nc2ccc(F)cc2)N(Cc2ccc3c(c2)OCO3)C1=S (centres undefined) | -9% | ? | -2 | -5% | -1% | 5 | 4% | 3 | 5% | -1% | -10%
CN(C)/C=C(/C(=O)c1ccc(Cl)c(Cl)c1)S(C)(=O)=O | 5% | 22% | 10 | -9% | 0% | 16 | 0% | 0 | -1% | -2% | 0%
NC(=O)C1CN(C(=O)c2nn(Cc3ccccc3)c(=O)c3ccccc23)c2ccccc2O1 (centres undefined) | . | . | -4 | 1% | -6% | 7 | 4% | . | 3% | -5% | -2%
Cc1ccc(C2C(=O)N(C3CCC(C)CC3)CC(=O)N2C2CCCC2)cc1 (centres undefined) | 6% | 19% | -8 | 2% | 3% | -9 | 3%&1% | 1 | . | -1% | 0%
CC(Oc1cc2oc(=O)c3c(c2cc1Cl)CCC3)C(=O)NCc1ccccn1 (centres undefined) | 0% | 31% | -10 | 1% | 0% | -14 | -1% | -1 | 6% | -5% | 0%
CCCn1c(SCC(=O)c2cc(C)n(-c3cc(C)on3)c2C)n[nH]c1=O | . | . | 10 | -7% | 8% | 11 | -5% | . | -2% | -1% | -5%
CC(C)(C)NC(=O)[C@]1(C)CCC[C@@]2(C)C3CC[C@@]4(C)C[C@]3(CCC21)CC4=O (some centres undefined) | . | . | 13 | -6% | -3% | 4 | 1% | . | -5% | 1% | -5%
COC(=O)C(C)Sc1nc2c([nH]c3ccccc32)c(=O)n1C (centres undefined) | 17% | ? | -2 | -1% | 0% | -13 | 3% | -2 | 5% | 12% | 3%
CN(C(=O)Cn1cc(C(F)(F)F)cc(Cl)c1=O)C1CCS(=O)(=O)C1 (centres undefined) | . | . | -9 | -4% | 8% | -8 | 0% | . | 1% | -2% | -5%
COc1ccc(C(CC(=O)c2ccccc2)CC(=O)c2ccccc2)cc1 | -2% | 3% | -22 | 3% | 2% | 8 | -19% | 1 | -3% | 0% | -3%
CC(C)(C)C(=O)NC(=O)Nc1ccccc1C(F)(F)F | -14% | -4% | -10 | -1% | 0% | 0 | -5% | 2 | 1% | 1% | 3%
CC(C)C(=O)NNc1ccccc1 | -16% | 0% | 7 | -2% | 0% | 3 | 2% | 2 | 7% | -1% | -1%
COc1cccc(CN(C)CC(=O)Nc2sc3c(c2C#N)CCC3)c1 | -13% | 6% | -6 | -2% | -5% | -8 | -5% | -1 | 4% | -5% | -6%
CN1/C(=C\C(=O)Nc2ccc(F)cc2)C(C)(C)c2ccccc21 | ? | ? | 10 | -2% | 1% | -9 | ? | -16 | 0% | 0% | -4%
CCn1c(=S)sc2c(=O)[nH]c(SCC(=O)Nc3cc(OC)ccc3OC)nc21 | -1% | 13% | -5 | -5% | -2% | 10 | -6% | . | 2% | -17% | -2%
O=C(NCc1cccs1)c1ccccc1[N+](=O)[O-] | -3% | -3% | -8 | -2% | 0% | -17 | -2% | 3 | -2% | -1% | 0%
CCOC(=O)CNC(=O)c1ccc(SCC)cc1 | -4% | -16% | -15 | ? | -2% | -4 | 19µM* | -1 | -7% | ? | ?
COc1ccc([C@@H]2C[C@@H](c3ccccc3)Oc3cc(C)cc(C)c32)cc1 | -2% | 12% | . | -8% | 0% | 1 | -2% | -3 | 9% | -5% | -2%
CCCCn1c(N)c(N(CCOC)C(=O)COc2ccc(Cl)cc2)c(=O)[nH]c1=O | 1% | -7% | -2 | 0% | 5% | 8 | 3% | 0 | 5% | -1% | -1%
O=C(NC(NC(=S)Nc1c(Cl)cccc1Cl)C(Cl)(Cl)Cl)OCc1ccccc1 (centres undefined) | ? | -27%[10 µM] | -6 | -5% | 3% | 13 | 2% | 0 | -2% | -3% | -8%
CC(C)(C)OC(=O)N1CCC[C@H]1c1nnc(SCC(=O)Nc2cccc(Cl)c2)o1 | -4% | -1% | 1 | 1% | -3% | 1 | ? | -1 | 4% | -2% | 0%

High-throughput results deposited in PubChem BioAssay by National Center for Advancing Translational Sciences (NCATS).
